High-throughput results: PubChem, National Center for Advancing Translational Sciences (NCATS)
BLM helicase inh: Bloom syndrome helicase (human) inhibition | Potency, µM (highest dose often 56.1 µM), for inactives: at the highest dose activity change, negative = inhibition, hits mostly inhibitors | P54132 | hit rate 0.2% among 350,000 | recombinant BLM DNA unwinding, fluorescence dequenching;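 also: potency is read from the fitted curve at half-maximal effect; plate controls were vehicle for no effect and no enzyme for full effect; nearly all actives have a fitted effect of over 35% in size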
RXFP1 antag: blocks the human relaxin receptor RXFP1; hit rate 0.59% among 350,000; HEK293-RXFP1, relaxin-stimulated cAMP HTRF, 30 min; active compounds read low; Q9HBX9; activity change, negative = inhibition, % at 57.5 µM;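 active = activity change of -60% or lower, but not beyond a set lower limit; inconclusive = change between -60% and -40%, or beyond the set limit; inactive = change above -40%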; also: % is scaled to controls: 0 for no effect and ±100 for the full control effect
APE1 inh: blocks human APE1 abasic DNA cleavage | hit rate 0.35% among 350,000 | recombinant APE1, TAMRA/BHQ-2 abasic DNA cleavage fluorescence | P27695 | Potency, µM (series often up to 65.8 µM), for inactives: at the top dose activity change, negative = inhibition, most hits filed as inhibitors;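 also: potency is read from the fitted curve at half-maximal effect; plate controls were vehicle for no effect and reference inhibitor for full effect; nearly all actives have a fitted effect of over 55% in size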
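Compound pre-exposure to 0.75 nM APE1, 15 min at ambient temperature. Reaction initiated with 50 nM TAMRA/BHQ-2 THF substrate, read immediately in kinetic mode, 525 nm excitation, 598 nm emission.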
PGK inhibitor: inhibitors of T. brucei phosphoglycerate kinase. hit rate 0.043% among 380,000. P07378. PGK/GAPDH coupled, Kinase-Glo luminescence, 60 min. Potency, µM (titrated, usually from 57.5 µM), for inactives: top-dose activity change, negative = inhibition, usual class: inhibitors; also: potency is read from the fitted curve at half-maximal effect; % is scaled to controls: 0 for no effect and ±100 for the full control effect; nearly all actives have a fitted effect of over 60% in size
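Luminescent ATP detection (Kinase-Glo Plus) follows a 60-minute room-temperature incubation, with wells lacking PGK as controls. Buffer: 100 mM TEA (pH 7.6), 5 mM MgCl2, 0.01% Tween-20. Coupling enzyme GAPDH (100 nM final) supplies unstable 1,3-BPG in-well.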
Anesthetic bind: candidate novel general anesthetic via apoferritin binding | AID 485281 | Potency, µM (series often up to 77.5 µM), inactives show at the highest dose activity change, negative = displacement, most hits filed as inhibitors | apoferritin/1-aminoanthracene competitive binding, fluorescence | P02791 | hit rate 0.074% among 350,000; also: potency is read from the fitted curve at half-maximal effect; % is scaled to controls: 0 for no effect and ±100 for the full control effect; nearly all actives have a fitted effect of over 20% in size
Target sequence (P02791 2-175 limits assumed): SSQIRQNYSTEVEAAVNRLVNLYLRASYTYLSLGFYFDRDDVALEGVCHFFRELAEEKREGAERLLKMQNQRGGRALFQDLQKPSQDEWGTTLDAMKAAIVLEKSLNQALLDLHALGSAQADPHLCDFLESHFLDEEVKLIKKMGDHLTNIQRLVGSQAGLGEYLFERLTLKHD
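Steps: apoferritin (10 uM) was premixed with half-saturated 1-AMA in PBS, compounds were pin-transferred, plates stood 10 min at room temperature, fluorescence was read at 380/535 nm, and curves were fitted with a Hill equation.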
Pol beta inh: inhibitors of human DNA polymerase beta | P06746 | Pol beta primer extension/strand displacement, fluorescence kinetic | Potency, µM (top dose mostly 114 µM), without a hit: at the top dose activity change, negative = inhibition, actives largely listed as inhibitors | hit rate 1.3% among 340,000 | AID 485314; also: potency is read from the fitted curve at half-maximal effect; % is scaled to controls: 0 for no effect and ±100 for the full control effect
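Homogeneous kinetic assay of primer extension and strand displacement by 10 nM Pol beta, preincubated 15 min at room temperature with compound before 50 nM substrate (final) was added. Read at 0 and 10 min; four-parameter Hill fit.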
Pol iota inh: inhibitors of human DNA polymerase iota; Q9UNA4; Pol iota fluorescent replication assay, 10 min; Potency, µM (series often up to 115 µM), inactives show at the top dose activity, negative = inhibition, usual class: inhibitors; hit rate 1% among 390,000; also: potency is read from the fitted curve at half-maximal effect
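Pol iota at 10 nM preincubated 15 min with compounds at room temperature; reaction started with fluorescent substrate, 50 nM final. Fluorescence read kinetically at 0 and 10 min; buffer-only wells as negative control.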
Pol kappa inh: blocks human DNA polymerase kappa activity; hit rate 0.53% among 400,000; purified Pol kappa, fluorescent DNA synthesis assay, 10 min; Potency, µM (titrated, usually from 107 µM), for inactives: at the highest dose activity, negative = inhibition, actives largely listed as inhibitors; also: potency is read from the fitted curve at half-maximal effect; % is scaled to controls: 0 for no effect and ±100 for the full control effect
Target sequence (Q9UBT6 whole entry, looked up): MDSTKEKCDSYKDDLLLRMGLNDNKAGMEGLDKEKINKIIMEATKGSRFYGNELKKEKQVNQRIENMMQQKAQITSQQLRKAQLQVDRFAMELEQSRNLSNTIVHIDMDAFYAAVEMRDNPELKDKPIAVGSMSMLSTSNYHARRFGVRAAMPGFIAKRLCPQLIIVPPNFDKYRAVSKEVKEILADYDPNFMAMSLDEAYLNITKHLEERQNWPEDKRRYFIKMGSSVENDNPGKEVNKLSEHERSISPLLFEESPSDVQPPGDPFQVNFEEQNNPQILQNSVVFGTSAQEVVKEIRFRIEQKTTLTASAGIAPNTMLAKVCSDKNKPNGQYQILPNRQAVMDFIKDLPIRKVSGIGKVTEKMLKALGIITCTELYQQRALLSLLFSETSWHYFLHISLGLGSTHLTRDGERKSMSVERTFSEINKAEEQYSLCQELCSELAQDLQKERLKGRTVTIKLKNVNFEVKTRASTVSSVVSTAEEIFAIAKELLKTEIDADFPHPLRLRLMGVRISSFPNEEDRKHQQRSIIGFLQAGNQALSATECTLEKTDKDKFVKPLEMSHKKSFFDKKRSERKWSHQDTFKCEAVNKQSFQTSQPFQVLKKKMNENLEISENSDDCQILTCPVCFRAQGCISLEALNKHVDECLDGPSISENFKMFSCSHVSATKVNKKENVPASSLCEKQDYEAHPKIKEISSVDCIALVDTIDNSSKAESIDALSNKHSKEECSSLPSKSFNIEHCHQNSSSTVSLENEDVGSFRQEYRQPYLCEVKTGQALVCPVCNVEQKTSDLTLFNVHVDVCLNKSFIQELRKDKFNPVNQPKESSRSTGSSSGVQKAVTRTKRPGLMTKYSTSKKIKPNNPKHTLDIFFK
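Kinetic fluorescence readout at 0 and 10 min followed reaction start with substrate at 50 nM final. Beforehand, enzyme (10 nM Pol kappa) stood 15 min with compound at room temperature; buffer-only wells were negative controls.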
Pol eta inh: DNA polymerase eta (human) inhibition; recombinant Pol eta, fluorescent DNA replication assay; Q9Y253; hit rate 1.2% among 390,000; Potency, µM (series often up to 114 µM), without a hit: at the top dose activity change, negative = inhibition, usual class: inhibitors; also: potency is read from the fitted curve at half-maximal effect; % is scaled to controls: 0 for no effect and ±100 for the full control effect
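Pol eta at 10 nM preincubated with compounds 15 min at room temperature; reaction started with fluorescent substrate (50 nM final) and read kinetically at 0 and 10 min.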
The depositor's hits bear a star; i = inactive; ? = inconclusive; / = no result given; [ ] = another dose, or the depositor's remark. Unless noted, calls follow the shape of the dose curve; as a rule, active = well fitted curve in the direction sought with a large enough effect; inconclusive = small, poorly fitted or top-dose-only effect, or another doubt; inactive = no such curve, though single readings can be large; an effect the other way counts as inactive or inconclusive. A portion of the library (hit frequency here may not be typical).

# | mol | Pol iota inh | RXFP1 antag | Pol kappa inh | Anesthetic bind | Pol beta inh | Pol eta inh | APE1 inh | PGK inhibitor | BLM helicase inh
1 | N#CC1=C(N)SC(N)=C(C#N)C1c1ccoc1 | / | / | / | 2% | 7.1µM* | / | ? | / | ?
2 | CC(=O)N1CCN(S(=O)(=O)c2ccccc2)C1c1ccccc1 (stereo not drawn) | 13% | 7 | -7% | -10% | 27% | -10% | -1% | 7% | -1%
3 | COc1ccc(CC(=O)N2CCc3cc(OC)c(OC)cc3C2COc2ccc3c(C)cc(=O)oc3c2)cc1OC (stereo not drawn) | 26% | -5 | 4% | ? | 0% | -15% | / | -5% | -4%
4 | COc1ccc(NC(=O)c2ccc(C#CC(C)(C)O)cc2)cc1 | 0% | -1 | -12% | 15% | -19% | -21% | 1% | -1% | 1%
5 | Cn1c(C(=O)O)c(CC(=O)NCC2COc3ccccc3O2)c2ccccc21 (stereo not drawn) | 11% | -10 | -10% | -10% | 12% | -16% | -2% | 6% | 0%
6 | O=C(CSc1ccc2c(c1)OCCO2)NCCc1ccc(Cl)cc1Cl | 2% | / | -7% | -7% | 12%[57.1 µM] | -8% | 1% | -6% | 1%
7 | Cc1c(Cl)cccc1NC(=O)c1ccco1 | 104%[activator] | 5 | -8% | -18% | -2% | -6% | 30% | i | -8%
8 | CCC(C)(C)C1CCc2[nH]nc(C(=O)NC(C)C)c2C1 (stereo not drawn) | 2% | / | -5% | / | / | -14% | 0% | -1% | /
9 | CCCCOC(=O)C1C2C=CC3(CN(CCc4ccccc4)C(=O)C13)O2 (stereo not drawn) | 37%[activator] | -11 | 4% | -1% | -3% | -5% | 3% | -8% | 2%
10 | CCOc1ccc(CNC(=O)C2CCCN(S(=O)(=O)N(CC)c3ccc(OCC)cc3)C2)cc1 (stereo not drawn) | -9% | -7 | -13% | 50%[activator] | 10% | -7% | / | 11% | -12%
11 | CCCCN(CC(O)COc1cccc(C)c1)CC(O)COc1cccc(C)c1 (stereo not drawn) | 74%[activator] | -34 | -12% | -6% | 1% | ? | -10% | -11% | -14%
12 | CC(C)CNC(C)C(=O)Nc1ccc(S(N)(=O)=O)cc1 (stereo not drawn) | 140%[activator] | -1 | -5% | -2% | -1% | -20% | 0% | -8% | 3%
13 | COc1ccc(OC)c(NC(=O)CSc2nnc(-c3ccco3)n2-c2ccc(C(=O)O)cc2)c1 | -8% | 5 | -13% | -13% | 11% | -13% | 1% | -7% | 1%
14 | COc1ccc(-c2csc(NC(=O)c3ccccc3S(C)(=O)=O)n2)cc1 | 50%[activator] | -13 | -10% | -11% | -12% | -3% | 0% | 17% | -9%
15 | C/C(=N\OCC(=O)NCC(F)(F)F)c1cc2ccccc2o1 | -14% | -7 | -4% | -2% | 8% | -14% | -12% | -6% | -1%
16 | O=C(O)CC1SC(N/N=C/c2ccc(Br)cc2)NC1=O (stereo not drawn) | 18% | 7 | -5% | -1% | 30% | -20% | 0% | -2% | 0%
17 | CCOC(=O)N1CCC(Nc2c(NCCCN3CCN(CC)CC3)c(=O)c2=O)CC1 | 13% | 2 | -7% | -7% | 2% | 10% | 0% | 3% | -1%
18 | O=C(O)C(Cc1c[nH]c2ccccc12)N1C(=O)C2C3c4ccccc4C(c4ccccc43)[C@@H]2C1=O (stereo partly drawn) | ? | 5 | -5% | 1% | 5% | -4% | 0% | 7% | -3%
19 | CSCCC(NC(C)=O)C(=O)OCC(=O)N(c1ccccc1)c1ccccc1 (stereo not drawn) | 4% | -9 | -2% | 5% | 5% | -11% | 5% | -9% | 0%
20 | CCOc1ccc(C2CC(=O)N(Nc3ccc([N+](=O)[O-])cc3[N+](=O)[O-])C2=O)cc1 (stereo not drawn) | 129%[activator] | -24 | -5% | -5% | -16% | -15% | 7% | i | -1%

A different layout for three compounds above.
14: COc1ccc(-c2csc(NC(=O)c3ccccc3S(C)(=O)=O)n2)cc1
15: C/C(=N\OCC(=O)NCC(F)(F)F)c1cc2ccccc2o1
16: O=C(O)CC1SC(N/N=C/c2ccc(Br)cc2)NC1=O (stereo not drawn)
assay / entry | 14 | 15 | 16
Pol iota inh | 50%[activator] | -14% | 18%
RXFP1 antag | -13 | -7 | 7
Pol kappa inh | -10% | -4% | -5%
Anesthetic bind | -11% | -2% | -1%
Pol beta inh | -12% | 8% | 30%
Pol eta inh | -3% | -14% | -20%
APE1 inh | 0% | -12% | 0%
PGK inhibitor | 17% | -6% | -2%
BLM helicase inh | -9% | -1% | 0%

(cont.)
# | mol | Pol iota inh | RXFP1 antag | Pol kappa inh | Anesthetic bind | Pol beta inh | Pol eta inh | APE1 inh | PGK inhibitor | BLM helicase inh
21 | CC(C)CCNC(=O)CCCc1ccccc1 | -13% | 1 | -6% | -5% | -23% | -3% | 4% | 5% | -5%
22 | CC(=O)c1c(N2CCN(c3ccccn3)CC2)nc(=S)n(-c2ccccc2)c1C | 50%[activator] | -9 | -24% | -6% | 1% | -17% | -7% | 0% | 3%
23 | CC(C)(C)OC(=O)N1CCC(c2c(C(=O)NCc3ccccn3)cnn2-c2ccccc2)CC1 | 6% | -8 | 7% | -3% | -1% | 1% | / | 11% | -1%
24 | CC(C)(C)OC(=O)C[C@@H]1C/C=C\C[C@@H](CC(=O)N[C@@H](CO)Cc2ccccc2)C(=O)N2CCC[C@H]2COC1=O | 13% | / | -6% | / | / | -6% | -10% | -9% | /
25 | O=C(Oc1ccccc1)N1CCCC1 | -28% | 16 | -5% | 3% | 49% | 4% | -16% | / | -5%
26 | CCC(=O)c1ccc(OCc2ccc(C(=O)OC)cc2)cc1 | 4% | -8 | 5% | -4% | 0% | -4% | 11% | 0% | -12%
27 | CC(NCc1cc(Br)ccc1OCC(N)=O)C12CC3CC(CC(C3)C1)C2 (stereo not drawn) | 39%[activator] | 8 | -1% | -13% | 28% | -20% | 24% | -6% | -2%
28 | CCS(=O)(=O)N1CCC(C(=O)Nc2ccc3c(c2)CCC3)CC1 | 19% | -1 | 5% | -4% | -1% | -7% | -5% | i | -7%
29 | CCOc1ccc(N(Cc2cc3ccc(C)cc3[nH]c2=O)C(=O)COC)cc1 | 12% | -13 | -6% | -17% | 10% | -17% | 0% | -9% | 1%
30 | Cc1nn(CC(=O)NCc2cccnc2)c(C)c1[N+](=O)[O-] | 43%[activator] | 15 | 1% | -2% | 0% | -12% | 1% | -11% | 2%
31 | CCOC(=O)C1=NN(c2ccccc2)C2=NC(C)=C(C(=O)OC)C(c3cccs3)N12 (stereo not drawn) | i | -11 | 0% | / | / | 2% | / | -1% | /
32 | Cc1ccc(-n2nc3c(N4CCC(C(=O)NCCc5ccccc5)CC4)nnc(C)c3c2C)cc1 | -12% | -8 | -12% | -9% | 14% | -8% | / | 7% | -7%
33 | Cc1ccc(C)c(NS(=O)(=O)c2cc3c4c(c2)C(C)C(=O)N4CCC3)c1 (stereo not drawn) | 23% | -5 | -3%[60.1 µM] | -1% | 2% | -13% | / | -3% | 1%
34 | COC(=O)C1=C(C)NC(=S)NC1c1sccc1C (stereo not drawn) | 25% | 1 | -2% | -8% | 35% | -22% | -2% | -1% | -6%
35 | Cc1ccnc(Nc2nc(-c3ccc(O)c(O)c3)cs2)c1 | ? | ? | -26% | -13% | ? | ? | 22% | -4% | -19%
36 | CC(=O)Nc1ccc(NC(=O)CSc2ccc(C)cc2)cc1 | 3% | -2 | -8% | -13% | 25% | -3% | -1% | 5% | -4%
37 | CCCCc1nc(NCCO)c(C#N)c2c1CCCC2 | -7% | 3 | -14% | ? | -1% | -12% | -8% | i | -6%
38 | Cc1ccc(SCC(=O)Nc2oc(C)c3c(C)n[nH]c(=O)c23)cc1C | -13% | -2 | 7% | / | / | 4% | 22% | -1% | /
39 | O=C(Nc1ccccc1Cl)c1cnccn1 | -15% | -3 | -9% | -14% | -12% | -4% | 0% | -11% | -4%
40 | O=C(O)c1ccc(S(=O)(=O)N2CCCC2)cc1 | 89%[activator] | -5 | 1% | 3% | 7% | -3% | -5% | -9% | -7%
41 | Cc1cc(=O)[nH]c(NN=Cc2cc(Br)ccc2O)n1 | -21% | -2 | -12% | / | / | -14% | / | -2% | /
42 | CCN(c1ccc(OC)cc1)S(=O)(=O)c1nnc(NC(=O)C(C)C)s1 | -6% | -4 | -18% | 3% | 4% | 7% | 69%[activator] | 8% | -6%

An excerpt of these results, with the structure last.
#	Pol iota inh	RXFP1 antag	Pol kappa inh	Anesthetic bind	Pol beta inh	Pol eta inh	APE1 inh	PGK inhibitor	BLM helicase inh	Compound
36	3%	-2	-8%	-13%	25%	-3%	-1%	5%	-4%	CC(=O)Nc1ccc(NC(=O)CSc2ccc(C)cc2)cc1
37	-7%	3	-14%	?	-1%	-12%	-8%	i	-6%	CCCCc1nc(NCCO)c(C#N)c2c1CCCC2
38	-13%	-2	7%	/	/	4%	22%	-1%	/	Cc1ccc(SCC(=O)Nc2oc(C)c3c(C)n[nH]c(=O)c23)cc1C
